PRC2 inh: EZH2 (human) methyltransferase inhibition | Q15910 | PRC2 H3K27 methylation, DELFIA TRF, 1 h | inhibition, % at 12.5 µM | hit rate 0.35% among 57,000 | AID 651548;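 active = mean inhibition of replicates at least 50% and every single replicate also reaching 50%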;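 also: dimethyl H3K27 on biotinylated H3 21-44 peptide detected by antibody; plate controls were median neutral control wells for no effect and median positive control wells for full effect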
IDH1 R132H inh: IDH1 R132H (human) inhibition; O75874; hit rate 0.18% among 70,000; inhibition, % at 10 µM; IDH1 R132H reductase, diaphorase/resazurin fluorescence, 60 min; in the data active = inhibition above about 34%;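 also: 0% = DMSO and 100% = no enzyme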
Target sequence (O75874 whole entry R132H): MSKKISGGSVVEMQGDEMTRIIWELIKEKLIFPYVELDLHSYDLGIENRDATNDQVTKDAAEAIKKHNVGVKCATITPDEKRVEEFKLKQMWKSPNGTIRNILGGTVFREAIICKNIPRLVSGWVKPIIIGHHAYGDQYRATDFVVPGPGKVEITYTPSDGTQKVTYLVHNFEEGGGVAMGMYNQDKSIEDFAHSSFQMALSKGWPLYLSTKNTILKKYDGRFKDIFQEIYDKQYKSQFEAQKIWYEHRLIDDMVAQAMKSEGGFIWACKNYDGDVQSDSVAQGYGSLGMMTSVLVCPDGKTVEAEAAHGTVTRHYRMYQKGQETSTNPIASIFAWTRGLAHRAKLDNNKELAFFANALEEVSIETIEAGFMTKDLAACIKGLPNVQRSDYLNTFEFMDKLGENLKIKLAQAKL
Starred values were filed as active, the others as inactive; x = no result given. A portion of the library. The share of hits here may be higher or lower than overall.

Values run as follows: PRC2 inh | IDH1 R132H inh
C[C@@H]1CCCCO[C@H](CN(C)S(=O)(=O)c2ccc(F)cc2)[C@@H](C)CN([C@@H](C)CO)C(=O)c2cc(NS(=O)(=O)c3ccc(F)cc3)ccc2O1
→ x | -0.3
CCCCCCCCCCCCCC(=O)N[C@@H](C)[C@H](O)c1ccccc1
→ 9 | 0.7
CC(C)NC(=O)Nc1ccc2c(c1)C(=O)N([C@@H](C)CO)C[C@@H](C)[C@@H](CN(C)S(=O)(=O)c1cn(C)cn1)OCCCC[C@@H](C)O2
→ x | -0.1
C[C@@H]1CN([C@H](C)CO)C(=O)c2cc(C3=CCCC3)cnc2O[C@@H]1CN(C)C(=O)C1CCCCC1
→ 3 | -0.2
C[C@@H]1CCCCO[C@H](CN(C)S(=O)(=O)c2ccccc2)[C@@H](C)CN([C@H](C)CO)C(=O)c2cc(NS(=O)(=O)c3cccs3)ccc2O1
→ x | 1.0
O=C(NCC[C@H]1CC[C@@H](NC(=O)C2CC2)[C@@H](CO)O1)Nc1ccc(Cl)cc1
→ 3 | 0.2
COc1ccccc1S(=O)(=O)N[C@H]1CC[C@H](CCNC(=O)C2CCC2)O[C@@H]1CO
→ 2 | 0.2
C[C@H]1CN([C@@H](C)CO)C(=O)c2cc(/C=C/c3ccccc3)cnc2O[C@@H]1CN(C)S(=O)(=O)c1ccccc1F
→ -6 | -0.2
O=C(NCC[C@H]1CC[C@H](NS(=O)(=O)c2ccccc2)[C@H](CO)O1)c1cc(Cl)cc(Cl)c1
→ 4 | -0.2
O=C(O)C[C@H]1C[C@@H]2c3cc(NS(=O)(=O)c4ccc(F)cc4)ccc3O[C@@H]2[C@@H](CO)O1
→ -5 | 1.5
CCOC(=O)c1ccccc1NC(=O)CN1C(=O)c2cccc3cccc1c23
→ 8 | -0.3
O=C(COc1cccc(NC(=O)c2ccc(Cl)cc2)c1)c1ccccc1
→ 45 | 0.4
CCCNC(=O)C[C@@H]1C[C@@H]2c3cc(NC(=O)COC)ccc3O[C@@H]2[C@@H](CO)O1
→ 4 | -0.9
CC(C)NC(=O)N(C)C[C@@H]1OCCCC[C@H](C)Oc2ccc(N(C)C)cc2C(=O)N([C@@H](C)CO)C[C@H]1C
→ -6 | 0.2
C[C@H]1CN([C@@H](C)CO)S(=O)(=O)c2ccc(-c3ccncc3)cc2O[C@H]1CN(C)Cc1ccncc1
→ 15 | x

Reprinted from the part before: 3 compounds, followed by the next part.
Values run as follows: PRC2 inh | IDH1 R132H inh
CCCNC(=O)C[C@@H]1C[C@@H]2c3cc(NC(=O)COC)ccc3O[C@@H]2[C@@H](CO)O1
→ 4 | -0.9
CC(C)NC(=O)N(C)C[C@@H]1OCCCC[C@H](C)Oc2ccc(N(C)C)cc2C(=O)N([C@@H](C)CO)C[C@H]1C
→ -6 | 0.2
C[C@H]1CN([C@@H](C)CO)S(=O)(=O)c2ccc(-c3ccncc3)cc2O[C@H]1CN(C)Cc1ccncc1
→ 15 | x
COc1cccc(OC)c1C(=O)Nc1cccc(C(=O)Nc2ccccc2C(=O)O)c1
→ x | -0.6
COc1cc2ncnc(Nc3cccc(Br)c3)c2cc1OC
→ x | 1.0
CN(C)[C@@H]1C(=O)C(C(N)=O)C(=O)[C@@]2(O)C(=O)C3C(=O)c4c(O)ccc(Cl)c4[C@@H](O)[C@H]3C[C@@H]12 (some centres undefined)
→ x | 0.5
COc1ccc(C(=O)CC2(O)C(=O)N(Cc3ccccc3Cl)c3ccc(Cl)cc32)cc1OC (centres undefined)
→ -4 | -0.2
CC(C)NC(=O)N(C)C[C@@H]1OCCCC[C@@H](C)Oc2ccc(N(C)C)cc2C(=O)N([C@@H](C)CO)C[C@@H]1C
→ -4 | -1.8
CCCc1cn(CC[C@@H]2CC[C@@H](NC(=O)CCN3CCCCC3)[C@H](CO)O2)nn1
→ 7 | 0.1
O=C(CNS(=O)(=O)c1ccc(Br)cc1)Nc1cccc(F)c1
→ 16 | -0.1
O=C(CC1C(=O)N(c2ccc(F)cc2)C(=O)N1Cc1ccccn1)Nc1ccccc1 (centres undefined)
→ x | 3.2
C[C@H](CO)N1C[C@H](C)[C@@H](CN(C)Cc2ccccn2)Oc2ncc(C3=CCCCC3)cc2C1=O
→ 1 | -0.4
CCC(=O)N1C[C@H](C)[C@H](OC)CN(C)C(=O)c2ccc(NC(=O)c3ccccc3)cc2OC[C@@H]1C
→ -5 | -0.3
COCC(=O)Nc1ccc2c(c1)[C@@H]1C[C@H](CC(=O)NCc3cccnc3)O[C@H](CO)[C@@H]1O2
→ 9 | -0.2
Cc1ccccc1S(=O)(=O)NCC[C@@H]1CC[C@@H](NC(=O)C2CCOCC2)[C@H](CO)O1
→ -16 | -0.3
Cc1noc(C)c1S(=O)(=O)Nc1ccc2c(c1)C(=O)N([C@H](C)CO)C[C@@H](C)[C@H](CN(C)C(=O)Nc1ccc(C(F)(F)F)cc1)OCCCC[C@@H](C)O2
→ x | -1.2
N#CC1=C(SCC(=O)Nc2ccccc2C(=O)c2ccccc2)NC(=O)CC1c1ccccc1F (centres undefined)
→ -23 | -0.1
CC(C)NC(=O)N(C)C[C@H]1OCCCC[C@H](C)Oc2ccc(NC(=O)Cc3ccccc3)cc2C(=O)N([C@@H](C)CO)C[C@@H]1C
→ -24 | -1.9
C[C@H]1CN([C@@H](C)CO)C(=O)c2cc(-c3cccnc3)cnc2O[C@@H]1CN(C)C(=O)Nc1ccc2c(c1)OCO2
→ 1 | x
COc1ccc(NC(=O)N(C)C[C@@H]2OCc3cn(nn3)CCCC(=O)N([C@@H](C)CO)C[C@@H]2C)c(OC)c1
→ 1 | -0.6
COc1ccc(S(=O)(=O)N(C)C[C@H]2Oc3ccc(NC(=O)Cc4ccccc4)cc3C(=O)N([C@H](C)CO)C[C@@H]2C)cc1
→ x | 1.7
C[C@@H]1CN([C@@H](C)CO)C(=O)Cc2cc(NS(=O)(=O)c3cn(C)cn3)ccc2O[C@H]1CN(C)Cc1ccncc1
→ x | 6.8
Cc1noc(C)c1S(=O)(=O)Nc1ccc2c(c1)C(=O)N([C@H](C)CO)C[C@@H](C)[C@@H](CN(C)CC1CCCCC1)O2
→ x | -0.2
CCCN(C)C[C@@H]1Oc2cc(C#CCC3CCCC3)ccc2S(=O)(=O)N([C@@H](C)CO)C[C@H]1C
→ -9 | -0.4
COc1ccccc1C#Cc1ccc2c(c1)O[C@@H](CN(C)Cc1ccccc1)[C@H](C)CN([C@H](C)CO)S2(=O)=O
→ x | 0.3
COc1ccc(S(=O)(=O)N(C)CC(=O)NC2CCCC2)cc1
→ -4 | 0.3
C[C@H](CO)N1C[C@H](C)[C@@H](CN(C)Cc2ccccc2)Oc2ncc(C3=CCCCC3)cc2C1=O
→ -6 | -0.3
COCC(=O)N(C)C[C@H]1Oc2ncc(-c3ccc(C#N)cc3)cc2C(=O)N([C@@H](C)CO)C[C@@H]1C
→ -9 | 0.2
COc1ccc(S(=O)(=O)N(C)C[C@@H]2Oc3ccc(NS(=O)(=O)c4ccc(F)cc4)cc3C(=O)N([C@H](C)CO)C[C@@H]2C)cc1
→ x | 1.2
NS(=O)(=O)c1ccc(NC(=S)NCc2cccnc2)cc1
→ -5 | 1.0
O=C(C[C@H]1CC[C@@H](NC(=O)C2CCC2)[C@@H](CO)O1)NCc1ccncc1
→ -5 | 0.0
C[C@@H]1CN([C@H](C)CO)C(=O)Cc2cc(NC(=O)C3CC3)ccc2O[C@H]1CN(C)Cc1ccc(Cl)c(Cl)c1
→ -20 | 0.0
Cc1noc(C)c1S(=O)(=O)Nc1ccc2c(c1)CC(=O)N([C@H](C)CO)C[C@H](C)[C@H](CN(C)Cc1ccncc1)O2
→ x | 1.5

Remaining list, next part
mol,PRC2 inh,IDH1 R132H inh
CO[C@H]1CN(C)C(=O)c2ccc(NC(=O)C3CCOCC3)cc2OC[C@@H](C)N(Cc2cccnc2)C[C@@H]1C,3,-0.2
C[C@H](NC(=O)C[C@H]1CC[C@H](NC(=O)C2CC2)[C@H](CO)O1)c1ccccc1,1,0.2
CO[C@@H]1CN(C)C(=O)c2ccc(NC(=O)Nc3ccccc3Cl)cc2OC[C@H](C)NC[C@@H]1C,-4,-0.3
C[C@@H]1CN([C@H](C)CO)C(=O)Cc2cc(NS(=O)(=O)c3cn(C)cn3)ccc2O[C@@H]1CN(C)C(=O)Nc1ccc(F)cc1,x,0.2
CC(C)CC#Cc1ccc2c(c1)O[C@@H](CN(C)Cc1ccc3c(c1)OCO3)[C@@H](C)CN([C@@H](C)CO)S2(=O)=O,x,0.0
C[C@@H]1CCCCO[C@@H](CN(C)C(=O)Nc2ccc(C(F)(F)F)cc2)[C@H](C)CN([C@@H](C)CO)C(=O)c2cc(NC(=O)c3ccncc3)ccc2O1,x,-2.6
O=S(=O)(Cc1ccccc1)NCC[C@H]1CC[C@@H](NS(=O)(=O)c2ccccc2)[C@@H](CO)O1,-3,0.4
C[C@H](CO)N1C[C@H](C)[C@H](CN(C)C(=O)CN2CCOCC2)Oc2cc(/C=C/c3ccccc3)ccc2S1(=O)=O,-16,-0.6
C[C@@H]1CN([C@H](C)CO)C(=O)c2cccc(NS(=O)(=O)c3cccs3)c2O[C@H]1CN(C)C(=O)Nc1ccc2c(c1)OCO2,x,1.1
O=C(Nc1ccc(F)cc1)N[C@H]1CC[C@@H](CC(=O)N2CCCCC2)O[C@H]1CO,0,-0.2
CCc1oc2ccccc2c1C(=O)c1cc(Br)c(O)c(Br)c1,34,1.2
O=C(NCC(O)CO)[C@]1(CCS(=O)(=O)c2ccccc2)N=C(c2ccc(OCCCO)cc2)O[C@@H]1c1ccccc1 (some centres undefined),5,x
COc1ccc(CN(C)C[C@@H]2Oc3c(NS(=O)(=O)c4ccc(Cl)cc4)cccc3C(=O)N([C@H](C)CO)C[C@@H]2C)cc1,-10,-0.7
C[C@H]1CN([C@@H](C)CO)C(=O)c2cccc(NC(=O)C3CCCCC3)c2O[C@H]1CN(C)S(=O)(=O)c1ccc(Cl)cc1,-7,0.2
C[C@@H]1CN([C@@H](C)CO)C(=O)c2ccccc2-c2ccccc2CO[C@@H]1CN(C)C,-2,-3.1
C[C@@H]1CN([C@@H](C)CO)S(=O)(=O)c2ccc(C#CC(C)(C)O)cc2O[C@@H]1CN(C)Cc1ccc(F)cc1,7,3.7
Cc1nc(C)c(C(=O)C2C(=O)C(=O)N(CCN(C)C)C2c2ccccc2F)s1 (centres undefined),2,0.3
C[C@H](CO)N1C[C@H](C)[C@H](CN(C)Cc2ccc3c(c2)OCO3)Oc2ccc(N(C)C)cc2CC1=O,5,-2.5
C[C@@H]1CCCCO[C@@H](CN(C)Cc2ccc(Cl)c(Cl)c2)[C@@H](C)CN([C@H](C)CO)C(=O)c2cc(NC(=O)c3ccccc3)ccc2O1,x,0.4
Cc1noc(C)c1NC(=O)Nc1ccc2c(c1)C(=O)N([C@@H](C)CO)C[C@@H](C)[C@@H](CN(C)C(=O)Nc1ccccc1)OCCCC[C@H](C)O2,x,-0.3
C[C@H]1CCCCO[C@H](CN(C)CC2CCCCC2)[C@@H](C)CN([C@@H](C)CO)C(=O)c2cc(NS(=O)(=O)c3cccs3)ccc2O1,x,0.2
CC(C)NC(=O)N(C)C[C@@H]1Oc2c(NC(=O)Nc3cccc4ccccc34)cccc2C(=O)N([C@@H](C)CO)C[C@@H]1C,1,x
NCC[C@@H]1CC[C@H](NC(=O)CCN2CCCCC2)[C@H](CO)O1,5,-0.2
C[C@@H]1CN([C@H](C)CO)C(=O)c2cc(NC(=O)C3CCCCC3)ccc2O[C@@H](C)CCCCO[C@H]1CN(C)C(=O)C1CCCCC1,x,3.6
Cc1ccnc(SCC(=O)Nc2cccc(Cl)c2)n1,-10,-0.2
COc1ccc(C2COc3cc(O)ccc3C2)c(O)c1 (centres undefined),4,-0.4
COCC(=O)N1C[C@@H](C)[C@@H](OC)CN(C)C(=O)c2ccc(NC(=O)c3ccc(F)cc3)cc2OC[C@@H]1C,3,0.3
Cc1ccc(OCC(=O)Nc2ccc(Cl)cc2C(=O)O)cc1C,17,-1.0
Cc1ccc(S(=O)(=O)N[C@H]2CC[C@H](CCNC(=O)C3CC3)O[C@H]2CO)cc1,2,0.0
O=C(O)CCCCCCC(=O)N/N=C/c1cc(Br)cc(Br)c1O,24,1.6
C[C@@H]1CN([C@H](C)CO)C(=O)c2cccc(NC(=O)c3nc4ccccc4s3)c2O[C@@H]1CN(C)Cc1ccc(Oc2ccccc2)cc1,x,-0.6
CNC(=O)CN(c1ccc(C)cc1)S(=O)(=O)c1ccc(Cl)cc1,3,0.1
Cc1ccc2nc(SCc3nc4ccccc4n3C)[nH]c2c1,10,-0.4
C[C@@H]1CCCCO[C@H](CN(C)C(=O)Nc2ccccc2)[C@H](C)CN([C@H](C)CO)C(=O)c2cc(N(C)C)ccc2O1,2,-2.4
COC(=O)c1ccccc1NC(=O)Cn1c(C)ccc1C,-8,0.4
CC(C)NC(=O)N(C)C[C@@H]1OCCCC[C@@H](C)Oc2ccc(NS(=O)(=O)c3ccccc3)cc2C(=O)N([C@H](C)CO)C[C@@H]1C,x,0.7
C[C@H](CO)N1C[C@H](C)[C@@H](CN(C)C(=O)NC2CCCCC2)Oc2c(NS(=O)(=O)c3ccccc3)cccc2C1=O,9,0.5
C[C@H](CO)N1C[C@H](C)[C@H](CN(C)C(=O)c2cccc(F)c2)Oc2cc(-c3cccnc3)ccc2S1(=O)=O,x,0.4

For reference, 3 of the compounds above:
mol,PRC2 inh,IDH1 R132H inh
CC(C)NC(=O)N(C)C[C@@H]1OCCCC[C@@H](C)Oc2ccc(NS(=O)(=O)c3ccccc3)cc2C(=O)N([C@H](C)CO)C[C@@H]1C,x,0.7
C[C@H](CO)N1C[C@H](C)[C@@H](CN(C)C(=O)NC2CCCCC2)Oc2c(NS(=O)(=O)c3ccccc3)cccc2C1=O,9,0.5
C[C@H](CO)N1C[C@H](C)[C@H](CN(C)C(=O)c2cccc(F)c2)Oc2cc(-c3cccnc3)ccc2S1(=O)=O,x,0.4

Screening results (PubChem)
